From PubChem BioAssay
TROY signal inh: inhibitors of TROY-dependent NF-kB signaling. Q293 LMP1-TROYcd NF-kB luciferase reporter, 4 h. inhibition, % at 10 µM. 360,000 tested, 0.98% active. AID 1347056;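 active = compounds whose plate-normalised and pattern-corrected inhibition of the luciferase reporter signal at the single screening dose is 50% or more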
TRAIL sens C8: caspase-8 TRAIL sensitization. NB7+C8 cells + TRAIL, ATPlite viability luminescence. 360,000 tested, 1% active. AID 624354. inhibition (viability loss, TRAIL sensitization), % at 10 µM;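 active = compounds causing at least 50% loss of cell viability in the single-dose screen, relative to plate controls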
Shn3 3UTR inh: reduces Shn3 3'UTR luciferase signal in osteoblasts. Clone20 osteoblast Shn3 3'UTR firefly luciferase, 24 h. inhibition, % at 12.5 µM. 360,000 tested, 0.52% active. AID 588674;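 active = mean inhibition of at least 75% with every replicate also reaching 75%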;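 note: 0% = median of neutral control wells and 100% = pilot-screen positive control compound; some compounds past the cut are filed as inactive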
NR2E3 ag-1: agonists of human nuclear receptor NR2E3; Q9Y5X4; GST-NR2E3/biotin-RetCOR TR-FRET, 1536-well; inhibition of corepressor binding, % at 4.78 µM; 320,000 tested, 0.12% active; AID 2300;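 active = percent inhibition above the cutoff of mean plus 3 SD of all tested compounds, set per screening campaign, cut at about 20% in these data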;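 note: 0% = DMSO wells and 100% = biotin wells as full block of FRET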
Target sequence (Q9Y5X4 whole entry, looked up): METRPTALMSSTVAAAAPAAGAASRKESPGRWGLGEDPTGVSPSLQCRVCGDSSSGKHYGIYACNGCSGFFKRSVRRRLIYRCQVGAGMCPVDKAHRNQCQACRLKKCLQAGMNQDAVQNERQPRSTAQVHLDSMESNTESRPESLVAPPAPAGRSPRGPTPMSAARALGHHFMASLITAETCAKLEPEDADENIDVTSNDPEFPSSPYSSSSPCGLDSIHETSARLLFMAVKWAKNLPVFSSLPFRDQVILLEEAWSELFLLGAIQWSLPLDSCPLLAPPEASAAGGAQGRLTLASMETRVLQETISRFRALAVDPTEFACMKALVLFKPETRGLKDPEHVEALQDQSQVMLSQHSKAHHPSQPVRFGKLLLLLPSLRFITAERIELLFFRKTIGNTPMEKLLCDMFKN
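Test system: GST-NR2E3 and biotin-RetCOR proteins | Quantity: 1.35 nM GST-tagged NR2E3 final | Medium: Tris pH 7.5 | Also added: 7 nM biotin-RetCOR | Dosing: Compound at 4.8 µM, single dose | Timing: 5 h at 4 °C | Detection: Time-resolved FRET | Read-out basis: Percent inhibition | Benchmarks: Biotin wells as high control, 0.6% DMSO wells as low control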
Peg3 promoter: inhibitors of Peg3 promoter; HeLa PEG-Prom luciferase reporter, luminescence, overnight; inhibition, % at 20 µM; 360,000 tested, 1.7% active; AID 588405;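 active = inhibition of at least 50% at 20 µM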
HIF-2a inh: inhibitors of HIF-2a | inhibition, % at 18.8 µM | AID 624352 | 360,000 tested, 0.72% active | 786-0 RCC cells HIF-2a reporter, luciferase luminescence, overnight;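 active = inhibition of the luminescence signal of 40% or more relative to plate controls, in a single-dose primary screen at 18.75 µM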
CF NFkB inh: cystic fibrosis NF-kB activation inhibition; inhibition, % at 5 µM; 360,000 tested, 0.86% active; KKLEB NF-kB-GFP reporter, PAF-induced, GFP fluorescence overnight; AID 588850;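 active = at least 50% inhibition at 5 µM, scaled per plate between neutral and stimulator controls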;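 note: PAF is a Pseudomonas aeruginosa culture filtrate used as stimulus; plate controls were PAF-stimulated DMSO wells for no effect and unstimulated DMSO wells for full effect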
KKLEB cytotox: CF airway cell cytotoxicity counter-screen. KKLEB CF airway cells viability, ATPlite luminescence, overnight; active compounds read low; cells stimulated with P. aeruginosa culture filtrate. activity change (cytotoxicity), % at 5 µM. 360,000 tested, 0.36% active;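 active = corrected activity change at or below -50% at 5 µM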
NR2E3 ag-2: human photoreceptor-specific nuclear receptor agonism | Q9Y5X4 | CHO-S Gal4-NCOR/VP16-NR2E3 two-hybrid, luciferase | inhibition of corepressor binding, % at 3.98 µM | 360,000 tested, 0.35% active | AID 602229;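 active = inhibition above the mean of all tested compounds plus 3 SD, cut at about 70% in these data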;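 note: 0% = DMSO with NR2E3 transfected cells and 100% = cells lacking NR2E3 construct; higher means lower luciferase signal from less NR2E3 corepressor binding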
TWEAK Fn14 block: blocks TWEAK-Fn14 interaction in a reporter cell assay; TWEAK-stimulated Fn14 reporter cells, luciferase luminescence, 8 h; 360,000 tested, 2% active; inhibition, % at 10 µM; in the data active = inhibition above about 50%
TRPM1 prom inh: MITF TRPM1 promoter inhibition in SK-MEL-5 cells; SK-MEL-5 TRPM1 promoter luciferase, 24 h; inhibition, % at 12.5 µM; 330,000 tested, 0.83% active; AID 488899;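 active = mean inhibition across replicates of 60% or more, whatever share of single replicates reaches that level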; note: values of inactives mirror those of a sister screen read the other way
Active calls of the source: *; x = no result given. A portion of the library. The share of hits here may be higher or lower than overall.

SMILES	TROY signal inh	TRAIL sens C8	Shn3 3UTR inh	NR2E3 ag-1	Peg3 promoter	HIF-2a inh	CF NFkB inh	KKLEB cytotox	NR2E3 ag-2	TWEAK Fn14 block	TRPM1 prom inh
O=C(Nc1cc2c3c(c1)CC(=O)N3CCC2)c1ccc(Cl)cc1	-40	14	14	1	-90	-106	-35	5	-2	-5	-32
O=C(CC1SC(=Nc2ccc3c(c2)OCCO3)NC1=O)Nc1ccc(F)cc1F (configuration not stated)	-13	-14	16	3	14	10	3	-12	-15	14	1
CC(C)c1cc2c(c(O)c1O)[C@@]13CCCC(C)(C)C1CC2OC3=O (some centres not stated)	8	1	-15	2	4	17	-8	-5	85*	32	x
COc1ccc2oc(C)c(C(=O)Cn3ccnc3)c2c1	7	-10	-2	3	15	17	2	10	-27	1	-18
CCNC(=O)C(=O)NCC1OCCCN1S(=O)(=O)c1ccc(F)cc1C (configuration not stated)	-16	-2	18	4	15	3	8	2	-11	1	-2
COCCn1c(=O)[nH]c2cc(C(=O)NCCc3ccc(OC)c(OC)c3)ccc2c1=O	-3	-3	4	1	3	18	-11	-12	-14	12	-2
COc1ccc(OC)c(CN2CCCC(CCC(=O)N(C)CCc3ccccn3)C2)c1 (configuration not stated)	5	-7	7	3	10	13	-12	3	-7	-1	15
COc1ccccc1NC(=O)CC(NCCN(C)C)C(=O)O (configuration not stated)	-2	14	-9	-1	7	12	-4	-3	-5	-6	7
COC(C[C@@H]1O[C@@H]1[C@@H](O)[C@@H](C)OCc1ccccc1)OC	-14	6	13	x	2	2	-10	5	-21	14	2
COc1ccc(OC)c(-n2cc3c(=O)n(C)c(=O)n(C)c3c2)c1	7	11	-1	3	10	4	5	-5	15	-4	2
CCN(CC)c1ccc(-n2c(C)cc(C=O)c2C)cc1	17	-5	32	3	27	10	2	6	-26	15	11
CC(=O)O/N=C(\N)c1ccc(-c2csnn2)cc1	-40	10	-50	-1	-93	-181	-6	-4	-116	-2	-45
Cn1c(COc2cccc3cccnc23)nnc1SCC(=O)O	-4	-6	-4	-2	3	15	5	-16	-20	7	-1
Cc1ccc(NC(=O)C2Cc3ccccc3CN2C(=O)c2ccccc2)cc1Cl (configuration not stated)	-12	-4	-12	2	7	-8	19	-19	-26	1	-9
COCCn1c(SCC(=O)Nc2cccnc2Cl)nc2ccccc21	8	-10	2	x	6	-1	0	5	-2	-14	4

Exported with each value named: 4 of the compounds above
COCCn1c(=O)[nH]c2cc(C(=O)NCCc3ccc(OC)c(OC)c3)ccc2c1=O
  TROY signal inh = -3
  TRAIL sens C8 = -3
  Shn3 3UTR inh = 4
  NR2E3 ag-1 = 1
  Peg3 promoter = 3
  HIF-2a inh = 18
  CF NFkB inh = -11
  KKLEB cytotox = -12
  NR2E3 ag-2 = -14
  TWEAK Fn14 block = 12
  TRPM1 prom inh = -2
Cc1ccc(NC(=O)C2Cc3ccccc3CN2C(=O)c2ccccc2)cc1Cl (configuration not stated)
  TROY signal inh = -12
  TRAIL sens C8 = -4
  Shn3 3UTR inh = -12
  NR2E3 ag-1 = 2
  Peg3 promoter = 7
  HIF-2a inh = -8
  CF NFkB inh = 19
  KKLEB cytotox = -19
  NR2E3 ag-2 = -26
  TWEAK Fn14 block = 1
  TRPM1 prom inh = -9
CCN(CC)c1ccc(-n2c(C)cc(C=O)c2C)cc1
  TROY signal inh = 17
  TRAIL sens C8 = -5
  Shn3 3UTR inh = 32
  NR2E3 ag-1 = 3
  Peg3 promoter = 27
  HIF-2a inh = 10
  CF NFkB inh = 2
  KKLEB cytotox = 6
  NR2E3 ag-2 = -26
  TWEAK Fn14 block = 15
  TRPM1 prom inh = 11
CCNC(=O)C(=O)NCC1OCCCN1S(=O)(=O)c1ccc(F)cc1C (configuration not stated)
  TROY signal inh = -16
  TRAIL sens C8 = -2
  Shn3 3UTR inh = 18
  NR2E3 ag-1 = 4
  Peg3 promoter = 15
  HIF-2a inh = 3
  CF NFkB inh = 8
  KKLEB cytotox = 2
  NR2E3 ag-2 = -11
  TWEAK Fn14 block = 1
  TRPM1 prom inh = -2

Later entries.
SMILES	TROY signal inh	TRAIL sens C8	Shn3 3UTR inh	NR2E3 ag-1	Peg3 promoter	HIF-2a inh	CF NFkB inh	KKLEB cytotox	NR2E3 ag-2	TWEAK Fn14 block	TRPM1 prom inh
CC(NC(=O)C12CC3CC(CC(O)(C3)C1)C2)c1ccccc1 (configuration not stated)	12	-1	1	0	-75	-41	-5	-6	-15	-14	3
Cc1ccccc1CSc1nc2ccccc2c(=O)[nH]1	0	15	-16	3	-10	6	2	-1	10	4	-12
O=C(NNC(=S)NC(=O)c1cccs1)c1cccnc1	-4	4	3	0	7	-6	-1	-1	-23	-16	3
Cc1ccc(-n2nc3c(c2NC(=O)c2ccc4c(c2)OCO4)CS(=O)(=O)C3)cc1	-12	-6	-4	-1	-9	1	-2	9	3	25	6
CCOC(=O)c1nnc(-c2cccs2)nc1Oc1ccccc1C(=O)OC	-13	11	0	2	16	17	0	-21	-8	0	8
Cc1ccc(Nc2nnc(SCC(=O)Nc3ccccc3[N+](=O)[O-])s2)cc1	-5	9	1	-5	-83	-24	-9	-4	-14	15	-7
COC(=O)C1(C(=O)OC)C/C=C\CN(S(=O)(=O)c2ccccc2[N+](=O)[O-])CC1	-8	-6	x	x	x	10	x	x	-1	3	x
Cc1ccc(-c2nc(C(=O)O)cs2)cc1	-5	1	-4	1	-6	8	-5	-5	-39	-6	7
CCCc1cc(C(=O)Nc2ccccc2C(=O)OC)no1	-22	-10	-5	1	-39	-117	-26	15	1	-5	x
COc1cc(CNCc2ccc(OC)c(OC)c2OC)cc(OC)c1	13	-1	34	1	71*	10	2	-8	-18	4	1
Cc1[nH]n(-c2ccccc2)c(=O)c1-c1ccc(Cl)cc1	-17	-10	-4	-4	-7	-19	3	-2	-25	-4	8
CC(=O)c1ccc(OC(C)C)c(Cc2c(O)nc(N)[nH]c2=O)c1	3	2	-3	-1	13	8	21	-2	-18	-8	-1
CC(C)(C)OC(=O)C[C@H]1C/C=C\C[C@H](CC(=O)N(CCO)Cc2ccccc2)C(=O)N[C@@H](c2ccccc2)COC1=O	9	-4	24	x	12	6	-3	8	12	0	-2
Cc1ccc(C(O)CSc2nnc(-c3ccc4ccccc4c3)n2C)cc1 (configuration not stated)	3	4	-6	-3	11	17	16	-14	-5	-14	2
CC(C)OC(=O)CSc1nc2ncccc2[nH]1	-6	-3	-12	0	-9	-1	2	0	-3	-15	5

Only TWEAK Fn14 block and KKLEB cytotox, for 2 of the compounds above:
smiles	TWEAK Fn14 block	KKLEB cytotox
Cc1[nH]n(-c2ccccc2)c(=O)c1-c1ccc(Cl)cc1	-4	-2
CC(=O)c1ccc(OC(C)C)c(Cc2c(O)nc(N)[nH]c2=O)c1	-8	-2

Other structures.
SMILES	TROY signal inh	TRAIL sens C8	Shn3 3UTR inh	NR2E3 ag-1	Peg3 promoter	HIF-2a inh	CF NFkB inh	KKLEB cytotox	NR2E3 ag-2	TWEAK Fn14 block	TRPM1 prom inh
Cc1ccc2cc(CN(CC3CCCO3)C(=S)Nc3ccccc3)c(=O)[nH]c2c1 (configuration not stated)	4	29	14	0	21	0	4	-28	-14	-7	17
COc1ccc(-c2nnc(SCC(=O)NC3CCCCC3)o2)cc1	-22	29	-4	1	-15	-5	-2	-1	-3	1	-5
Cc1cccc(C(=O)NCC(=O)NCC2COc3ccccc3O2)c1 (configuration not stated)	-4	-24	2	0	7	10	5	-4	-16	-4	3
CC1(C)Cc2c(c(=S)nc(-c3ccccc3)n2CCCN2CCOCC2)CO1	20	-3	-4	2	12	-12	3	-5	-4	-1	6
CN1CCN(C2=Cc3ccccc3Sc3cc(F)ccc32)CC1	14	9	2	0	21	11	13	-4	-18	15	-38
CO/N=C/CC(=O)c1ccc(OC)cc1	17	-7	4	0	-25	-12	12	-4	-32	-4	-7
Cc1cc(=O)oc2c3c(cc(OCC(=O)NC(Cc4ccc(Cl)cc4)C(=O)O)c12)OC(C)(C)CC3 (configuration not stated)	-1	0	-6	1	-2	9	-8	9	3	10	0
CN1c2ccccc2C(C)(C)C12CC(CCl)=NO2 (configuration not stated)	1	11	-6	-1	1	15	1	-2	-3	-4	7
CN1CCC2(CC1)Nc1nc(SCc3ccc(Cl)cc3)nn1C1=C2CN(C)CC1	-2	-9	-3	-2	52*	26	16	0	-11	-40	55
O=C(CCC(=O)N1CCN(c2ccccn2)CC1)Nc1nnc(C(F)(F)F)s1	-3	-5	5	-1	-12	14	-1	10	-38	5	2
COc1cc(NC(=O)CSc2nc3[nH]ncc3c(=O)n2-c2ccccc2)cc(OC)c1OC	-10	-14	-15	x	-8	6	-56	12	8	-11	x
CC(C)=NNc1nc2c(c(=O)n(C)c(=O)n2C)n1CCc1ccccc1	8	-9	17	10	2	7	-9	3	-38	1	11
O=C(CSc1nncs1)NCc1ccc2c(c1)OCO2	-4	1	-6	1	-6	-21	13	3	5	-1	-9
COc1ccc(-c2csc(N(CC3CCCO3)C(=O)c3ccccc3)n2)cc1 (configuration not stated)	-15	8	10	-1	9	5	-9	2	-25	15	-4
Cc1ccccc1Cn1c(=O)c2c(nc3n2CCCN3Cc2ccccc2)n(C)c1=O	5	10	7	2	21	15	-1	4	10	28	-4
